# Compound activity deposited in PubChem by several laboratories.
# Tb MetRS inh: T. brucei MetRS inhibitors, primary screen, biochemical, luminescence | AID 624268, 2012 | inhibition, % at 11.9 µM | 360,000 tested, 0.4% active | methionyl-tRNA synthetase (Trypanosoma brucei brucei) | purified T. brucei MetRS, ATP depletion, Kinase-Glo luminescence;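 active = inhibition above a per-plate cutoff of the control wells' mean inhibition plus 3 SD, cut at about 5.5% in these data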;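 also: 0% = DMSO wells median and 100% = median of wells with control inhibitor compound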
#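 Measured by: Kinase-Glo luciferase luminescence reporting remaining unconsumed ATP. Material: purified T. brucei MetRS enzyme. Doses: 11.9 µM compound single dose, 0.9% DMSO. Medium: HEPES buffer containing pyrophosphatase, BSA, spermine, DTT. Times: 15 min preincubation, 2 h reaction, all 25 °C. Reagent: methionine, ATP and bulk E. coli tRNA.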
# CendR NRP1 mod: modulators of CendR peptide binding to NRP-1, primary screen, biochemical, fluorescence polarization, uHTS. Neuropilin-1 (Homo sapiens), O14786. 360,000 tested, 0.85% active. FAM-RPARPAR peptide binding to NRP-1. AID 602438, 2012. inhibition, % at 25 µM;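 active = inhibition or corrected inhibition above about 18%, plus a signal ratio from 0.5 to 1.5, limit read from the data, passing the limit was not always enough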; also: strong numbers were not always called active
# LMPTP inh: LMPTP phosphatase inhibitors, primary screen, biochemical, fluorescence intensity, uHTS. Low molecular weight phosphotyrosine protein phosphatase (Homo sapiens), P24666. recombinant LMPTP-A, OMFP fluorogenic substrate. inhibition, % at 20 µM. 360,000 tested, 0.22% active. AID 651560, 2012;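 active = compounds that cut the enzyme signal by at least half of the control window in the single-dose screen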;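 also: plate controls were DMSO wells with enzyme plus substrate for no effect and substrate without enzyme for full effect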
#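 Test system – LMPTP-A phosphatase enzyme · Quantity – 0.625 nM LMPTP-A final · Reagent – OMFP substrate, 400 µM final · Dosing – one test concentration per compound, 20 µM, with 3% DMSO overall · Timing – 50 min enzyme reaction at room temperature, protected from light · Detection – fluorescence intensity · Controls – substrate-only low control, DMSO enzyme-plus-substrate high control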
# SUMO1 PPI mod: modulators of SUMO1 protein-protein interactions, primary screen, biochemical, uHTS; Small ubiquitin-related modifier 1 (Homo sapiens), P63165; SUMO1 binding to a labelled peptide, TR-FRET, 1 h; inhibition, % at 20 µM; 360,000 tested, 0.33% active; AID 602429, 2012; in the data active = inhibition above about 37%
# STEP inh: STEP phosphatase inhibitors, primary screen, biochemical, fluorescence intensity, uHTS; Tyrosine-protein phosphatase non-receptor type 5 (Homo sapiens), P54829; recombinant STEP, OMFP fluorogenic substrate; inhibition, % at 20 µM; 360,000 tested, 0.25% active;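 active = inhibition at 20 µM, scaled per plate between control wells, above about 37%, limit read from the data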;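 also: 0% = DMSO with enzyme and substrate and 100% = substrate only without enzyme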
#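 System: STEP phosphatase, cell-free reaction; Buffer or medium: Bis-Tris pH 6.0 buffer with DTT, detergent; Incubation: 20 min at room temperature, dark; Measured by: fluorescence, 480/540 nm.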
# DNMT1 block: human DNMT1 methyltransferase inhibitors, primary screen, biochemical, molecular beacon, fluorescence, HinP1I cleavage, uHTS; DNA (cytosine-5)-methyltransferase 1 (Homo sapiens), P26358; 360,000 tested, 0.83% active; inhibition (reported as % activation of signal), % at 10 µM; AID 588458, 2011; in the data active = inhibition above about 50%
# Scp-1 inhibitor: Scp-1 phosphatase inhibitors, primary screen, biochemical, colorimetric, uHTS | Carboxy-terminal domain RNA polymerase II polypeptide A small phosphatase 1 (Homo … | Recombinant Scp1, phosphopeptide, malachite green phosphate absorbance | inhibition, % at 20 µM | 340,000 tested, 0.88% active | AID 493091, 2011;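 active = inhibition above about 50% at 20 µM, limit read from the data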;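 also: plate controls were DMSO wells with enzyme for no effect and wells lacking enzyme for full effect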
# Target sequence (Q9GZU7 76-261 limits assumed): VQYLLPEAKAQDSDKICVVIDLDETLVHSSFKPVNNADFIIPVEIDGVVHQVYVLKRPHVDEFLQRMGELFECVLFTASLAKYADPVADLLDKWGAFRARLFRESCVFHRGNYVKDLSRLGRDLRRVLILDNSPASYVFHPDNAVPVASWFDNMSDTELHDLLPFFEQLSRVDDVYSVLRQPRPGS
#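 System: truncated SCP-1 phosphatase (76-261aa); medium: Tris acetate buffer pH 5.5 with MgCl2 and Tween-20; incubation: 45 min room-temperature reaction, 5 min colour, 30 min stabiliser; compound: single 20 µM dose, 1% DMSO; reagent: Phosphorylated 17-residue peptide substrate; read-out: % inhibition at 20 µM; technique: colorimetric free-phosphate detection, absorbance 630 nm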
# MsrA inhibitor: bovine MsrA enzyme inhibitors, primary screen, biochemical, absorbance, HTS; Methionine sulfoxide reductase A (Bos taurus); purified bovine MsrA, absorbance read-out; inhibition, % at 15.5 µM; 360,000 tested, 0.75% active; AID 651718, 2012; in the data active = inhibition above about 4.5%;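 also: 0% = vehicle wells with enzyme and 100% = reference inhibitor wells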
# E coli Lon inh: inhibitors of E. coli Lon protease, primary screen, biochemical, fluorescence polarization; P0A9M0; purified E. coli Lon protease; inhibition, % at 7.94 µM; 360,000 tested, 0.42% active; AID 602123, 2011; in the data active = inhibition above about 13%, passing the limit was not always enough;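 also: 0% = enzyme with probe and DMSO and 100% = no enzyme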
# Target sequence (P0A9M0 whole entry, looked up): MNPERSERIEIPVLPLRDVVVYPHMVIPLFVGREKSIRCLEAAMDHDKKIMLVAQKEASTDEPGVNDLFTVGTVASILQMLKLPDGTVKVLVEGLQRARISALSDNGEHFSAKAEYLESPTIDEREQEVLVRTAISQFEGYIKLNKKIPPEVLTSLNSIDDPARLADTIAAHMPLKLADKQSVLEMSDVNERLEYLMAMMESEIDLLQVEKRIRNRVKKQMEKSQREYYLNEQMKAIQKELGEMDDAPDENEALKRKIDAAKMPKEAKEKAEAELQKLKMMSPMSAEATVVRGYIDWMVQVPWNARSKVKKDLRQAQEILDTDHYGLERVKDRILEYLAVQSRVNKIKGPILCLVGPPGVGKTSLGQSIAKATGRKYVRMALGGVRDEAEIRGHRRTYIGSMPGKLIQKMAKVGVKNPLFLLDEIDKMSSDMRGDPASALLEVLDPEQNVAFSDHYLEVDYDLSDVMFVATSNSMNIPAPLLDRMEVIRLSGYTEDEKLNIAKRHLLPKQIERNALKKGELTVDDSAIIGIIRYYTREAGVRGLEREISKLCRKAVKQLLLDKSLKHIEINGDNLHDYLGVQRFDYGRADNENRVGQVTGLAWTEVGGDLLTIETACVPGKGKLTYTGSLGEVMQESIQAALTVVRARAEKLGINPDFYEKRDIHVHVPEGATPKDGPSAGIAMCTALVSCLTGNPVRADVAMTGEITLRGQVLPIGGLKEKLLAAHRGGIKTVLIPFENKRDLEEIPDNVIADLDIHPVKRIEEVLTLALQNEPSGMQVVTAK
# bovine MsrA act: bovine MsrA enzyme activators, primary screen, biochemical, absorbance, HTS; purified bovine MsrA, absorbance read-out; activation, % at 10.6 µM; 360,000 tested, 0.3% active; in the data active = activation above about 7.5%;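 also: 0% = vehicle and 100% = reference activator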
# The depositor's hits bear a star; . = not tested or not shown.
SMILES,Tb MetRS inh,CendR NRP1 mod,LMPTP inh,SUMO1 PPI mod,STEP inh,DNMT1 block,Scp-1 inhibitor,MsrA inhibitor,E coli Lon inh,bovine MsrA act
O=C(NCC1c2ccccc2CCN1C(=O)CN1CCOCC1)C1CCCCC1 (centres undefined),-0.7,10,-2.9,-4,0,-5,4,-0.7,-5,-3
N#CC(C(=O)NCCc1ccccc1)c1nc2ccccc2nc1N1CCCCC1 (centres undefined),-0.7,127,1.3,0,2,8,46,-0.4,5,-7
C[C@@H]1COc2cc(N(C)CCO)ccc2S(=O)(=O)N1,-0.7,3,-0.7,2,.,.,.,0.7,4,-9
COc1cccc2c1OC1(C)CC2NC(=O)N1Cc1ccccc1 (centres undefined),-0.6,-6,0.8,-2,-2,1,-6,1.5,15,-1
CN(C)CCNC(=O)Nc1ccc(Cl)c(Cl)c1,0.6,-10,-0.3,-1,-7,1,-1,-0.1,5,-2
COc1ccc(O)c(CN2CCN(C/C=C/c3ccccc3)CC2)c1,-0.2,-8,-1.5,2,-2,-1,-1,-0.9,-11,-2
Cn1cc(C(=O)NCC2COc3ccccc3O2)c(=O)c2cc(S(=O)(=O)N3CCCCC3)ccc21 (centres undefined),0.5,-4,2.3,11,0,-3,-8,-1.5,-2,-3
Cc1ccc(OCCC(=O)OCC(=O)Nc2ccc(C)c(S(=O)(=O)N3CCOCC3)c2)cc1,-0.3,6,0.4,-1,-2,-6,-5,0.0,-8,-9
CC(C)C(C(=O)OCC(=O)c1ccccc1)N1C(=O)C2C3C=CC(C3)C2C1=O (centres undefined),-0.6,3,-1.7,0,-1,0,-7,-0.2,1,-2
CCOC(=O)c1ccc(NC(=S)N(CCCN2CCN(CC)CC2)Cc2cccs2)cc1,-0.8,-3,-1.4,2,4,-3,9,-0.5,1,-4
O=C(Nc1cccc(S(=O)(=O)N2CCCC2)c1)c1cc(=O)[nH]c2ccccc12,-0.2,-15,-0.1,-5,-3,0,2,-0.6,-6,-2
O=C(Nc1nnc(-c2ccco2)s1)C1CCN(S(=O)(=O)c2ccc(Cl)cc2)CC1,-0.4,8,1.0,-4,-3,-2,-8,1.7,4,-3
CCOc1ccc(S(=O)(=O)Nc2ccc3c(c2)OCO3)cc1,-0.1,7,0.1,6,0,-2,-7,-0.1,-4,0
Cc1cc(C)c(C(=O)COC(=O)c2cccc(S(=O)(=O)NCc3ccccc3)c2)cc1C,-1.5,0,4.3,-4,-2,-1,1,2.7,4,-10
CC(C)(C)OC(=O)C[C@H]1C/C=C\C[C@@H](CC(=O)N[C@@H](CO)Cc2ccccc2)C(=O)N2CCC[C@@H]2COC1=O,-0.2,-5,1.8,10,0,5,-4,-0.5,-10,-3
COc1ccccc1C1(O)CCN(CC(=O)Nc2c(C)nn(C)c2C)CC1,-0.7,6,-0.1,-2,-1,0,-4,-0.8,-3,-2
Cc1cc[n+]2cc(-c3cccc([N+](=O)[O-])c3)c(-c3cccc([N+](=O)[O-])c3)cc2c1,0.2,0,14,-12,-2,32,-4,2.8,-19,0
CCc1nc(OCc2ccccc2)c2sc3nc4c(cc3c2n1)COC(C)(C)C4,-0.7,-4,1.5,5,-4,-5,-2,0.9,-4,-3
CC1=C(C(=O)Nc2ccccc2C)C(c2ccc(C)o2)N2C(=O)CSC2=N1 (centres undefined),0.4,-8,0.6,-2,-1,-4,-3,-1.5,-8,-2
CC(C)(C)CC(=O)Nc1nnc(CCc2ccccc2)s1,-1.2,-4,-0.5,-2,-1,-3,6,0.8,-1,-8
Cn1cccc1C1NC(=O)c2c(sc3c2CCC(C(C)(C)C)C3)N1 (centres undefined),-1.0,3,-0.5,-2,14,5,-8,0.8,4,-1
Cn1c(O)c(N=NC(=O)CNC(=O)c2ccccc2)c2cc(Br)ccc21,-0.4,-2,1.7,-23,2,1,-5,0.9,-11,-1
CCS(=O)(=O)N1CCC(C(=O)Oc2ccc(Cl)cc2)CC1,0.3,4,0.6,-1,1,2,-7,-1.1,-2,-1
Fc1ccc(C2CCCN2Cc2nc(Cc3ccccc3)no2)cc1 (centres undefined),-0.1,-11,0.5,4,2,-1,-3,-1.4,-8,-2
Cc1cccc(-n2cc(-c3ccccc3)[nH]c2=S)c1,0.1,0,-0.4,4,7,-5,4,1.1,-4,4
Cc1ccc(Cn2c(=N)n(CC(=O)c3ccc([N+](=O)[O-])cc3)c3ccccc32)cc1,-0.4,-25,2.7,-22,-3,24,14,-0.2,6,-1
Cc1ccc(OCCC(=O)OCC(=O)Nc2ccc3[nH]c(=O)[nH]c3c2)cc1,0.4,2,-1.2,12,1,3,-3,1.0,2,-3
O=C(NCCN1CCOC1=O)C1CCC(=O)N(CCc2ccc(Cl)cc2)C1 (centres undefined),0.3,-1,-0.5,2,0,-2,-8,1.4,6,-3
N#Cc1c(NC(=O)c2cnccn2)sc2c1CCCC2,0.7,-6,1.0,0,1,1,9,0.6,6,-4
O=C(NCCN1CCOCC1)c1ccc2c(c1)N(Cc1ccccc1F)C(=O)CS2,-0.1,2,0.8,-3,3,-9,-2,0.8,5,0
Cc1cc(C)c2nc(SCC(=O)N3CCCCC3)c(C#N)cc2c1,-0.7,0,-0.8,2,0,2,-4,-0.2,-4,0
C[C@H]1CN([C@@H](C)CO)C(=O)CCCn2nncc2CO[C@H]1CN(C)C(=O)Nc1ccc(N2CCCCC2)cc1,-0.9,-3,-1.5,2,3,4,.,1.4,-5,-4
COc1ccc(-c2cccc(NS(=O)(=O)c3cccc([N+](=O)[O-])c3)c2)nn1,-0.4,13,-0.4,-11,4,-1,-1,-1.1,-12,-2
O=S(=O)(Nc1nc2ccccc2nc1Nc1ccc2c(c1)OCO2)c1ccc(F)cc1,-1.1,-2,1.3,7,-2,-15,-4,-2.0,-9,2
CCOC(=O)c1ccc(NC(=O)CSc2nnc(COc3ccccc3OC)n2CC)cc1,-0.7,-12,-1.1,0,2,24,-7,-0.6,7,-2
CCC1CCc2sc(C(=O)N(C)CC(=O)Nc3cccc(OC)c3)cc2C1 (centres undefined),0.5,-4,3.2,7,1,-1,-9,-1.2,2,11*
Cc1cc2nc(C3CCCN(C(=S)Nc4ccccc4)C3)[nH]c2cc1C (centres undefined),0.0,-2,0.3,-5,4,3,0,-0.1,-8,-3
CCCCc1ccc(-c2csc(/C(C#N)=C\c3ccco3)n2)cc1,-0.8,-5,2.2,-1,1,8,-1,0.6,-8,-9
Oc1c(C(Nc2nc3ccccc3s2)c2ccco2)ccc2cccnc12 (centres undefined),0.3,-1,3.6,49*,-1,-9,-5,0.1,-10,-8
CC(=O)Nc1c(C(=O)O)[nH]c2ccccc12,-0.5,-9,-1.0,-4,1,2,11,0.2,-1,-1
COc1ccc(-n2c(SCC(=O)Nc3nccs3)nnc2-c2ccoc2C)cc1,-0.2,-4,0.4,2,3,1,-4,-1.0,2,-3
COc1ccc(C(=O)Nc2nncs2)cc1S(=O)(=O)N1CC(c2ccccc2)CC1=O (centres undefined),0.6,-9,-2.0,15,0,-1,-8,-0.1,3,-2
COC(=O)c1ccc(NS(=O)(=O)c2ccc3c(c2)n(C)c(=O)n3C)cc1,-0.5,4,-0.2,-1,0,-3,-2,0.6,-2,-3
Cc1ccccc1NC(=O)CSc1nnc2ccc(-c3ccncc3)nn12,-0.1,-7,-2.1,-25,4,5,-7,0.0,-10,-1
O=C1OCC2=C1C(c1ccc(F)cc1)CC(=O)N2c1ccc(F)cc1 (centres undefined),-0.5,-10,-1.3,-2,-2,2,.,.,3,-2

# By substructure: the compounds so far with an aryl methoxy group (8)
SMILES,Tb MetRS inh,CendR NRP1 mod,LMPTP inh,SUMO1 PPI mod,STEP inh,DNMT1 block,Scp-1 inhibitor,MsrA inhibitor,E coli Lon inh,bovine MsrA act
COc1cccc2c1OC1(C)CC2NC(=O)N1Cc1ccccc1 (centres undefined),-0.6,-6,0.8,-2,-2,1,-6,1.5,15,-1
COc1ccc(O)c(CN2CCN(C/C=C/c3ccccc3)CC2)c1,-0.2,-8,-1.5,2,-2,-1,-1,-0.9,-11,-2
COc1ccccc1C1(O)CCN(CC(=O)Nc2c(C)nn(C)c2C)CC1,-0.7,6,-0.1,-2,-1,0,-4,-0.8,-3,-2
COc1ccc(-c2cccc(NS(=O)(=O)c3cccc([N+](=O)[O-])c3)c2)nn1,-0.4,13,-0.4,-11,4,-1,-1,-1.1,-12,-2
CCOC(=O)c1ccc(NC(=O)CSc2nnc(COc3ccccc3OC)n2CC)cc1,-0.7,-12,-1.1,0,2,24,-7,-0.6,7,-2
CCC1CCc2sc(C(=O)N(C)CC(=O)Nc3cccc(OC)c3)cc2C1 (centres undefined),0.5,-4,3.2,7,1,-1,-9,-1.2,2,11*
COc1ccc(-n2c(SCC(=O)Nc3nccs3)nnc2-c2ccoc2C)cc1,-0.2,-4,0.4,2,3,1,-4,-1.0,2,-3
COc1ccc(C(=O)Nc2nncs2)cc1S(=O)(=O)N1CC(c2ccccc2)CC1=O (centres undefined),0.6,-9,-2.0,15,0,-1,-8,-0.1,3,-2
